# High-throughput results (PubChem BioAssay)
# GRK2 aptamer HTS = blocks RNA aptamer binding to human GRK2. bead flow cytometry, FAM-aptamer displacement from GRK2. 0.59% of 330,000 active. inhibition of aptamer binding, % at 10 µM. P25098;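 active = inhibition of aptamer binding above 40%, roughly 3 SD of noise, on plates passing a quality check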;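 note: median bead fluorescence of bound FAM aptamer so fluorescent compounds give negative values; no value below 0 was filed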
# Bcl-xL primary = Bcl-xL (human) inhibition. Q07817. GST-Bcl-xL / FITC-Bim BH3 peptide fluorescence polarization. inhibition, % at 10.9 µM. 0.7% of 320,000 active. AID 2129;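 active = inhibition above the mean of all tested compounds plus 3 SD, cutoff set per campaign, cut at about 30% in these data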;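 note: 0% = DMSO wells and 100% = unlabeled Bim-BH3 peptide competitor; inhibitors lower millipolarization by displacing the labeled peptide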
# Fam108B counter = Fam108B inhibition, counter-screen for RBBP9 inhibitors; recombinant Fam108B, FP-Rh probe fluorescence polarization; inhibition, % at 9.51 µM; 0.33% of 300,000 active; AID 1947;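 active = inhibition above the screen mean inhibition plus 3 SD, computed separately per campaign, cut at about 18% in these data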;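 note: inhibitors lower polarization as less probe binds the enzyme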
# AGP1 TOR yeast = yeast TOR pathway AGP1-GFP modulation | 0.02% of 320,000 active | S. cerevisiae AGP1-GFP multiplex flow cytometry, 3 h; GFP as percent of DMSO wells | GFP response vs DMSO, % at 10 µM;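 active = GFP response relative to DMSO above a set limit, near screen average plus 3 SD, cut at about 150% in these data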;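 note: median GFP channel fluorescence of the gated AGP1 strain per well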
# VLA-4 inh = inhibition in a human VLA-4 binding assay. 0.2% of 330,000 active. AID 2557. P13612. VLA-4 expressing cells, ligand binding flow cytometry. inhibition, % (about 7 µM as worked out from the volumes in the protocol); in the data active = inhibition above about 50%
# MEX-5 binding = C. elegans MEX-5 TCR-2 RNA binding activity | MEX-5/FITC-TCR2 RNA binding, fluorescence polarization; active compounds read low | activity score (negative = inhibition of binding), % at 10 µM | 0.38% of 300,000 active;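 active = inhibition past about -25% in most replicates, and total fluorescence under double the plate's negative control median, limit read from the data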;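 note: 0% = DMSO and -100% = 5 µM competing unlabeled TCR2 RNA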
# Target sequence (Q9XUB2 whole entry, looked up): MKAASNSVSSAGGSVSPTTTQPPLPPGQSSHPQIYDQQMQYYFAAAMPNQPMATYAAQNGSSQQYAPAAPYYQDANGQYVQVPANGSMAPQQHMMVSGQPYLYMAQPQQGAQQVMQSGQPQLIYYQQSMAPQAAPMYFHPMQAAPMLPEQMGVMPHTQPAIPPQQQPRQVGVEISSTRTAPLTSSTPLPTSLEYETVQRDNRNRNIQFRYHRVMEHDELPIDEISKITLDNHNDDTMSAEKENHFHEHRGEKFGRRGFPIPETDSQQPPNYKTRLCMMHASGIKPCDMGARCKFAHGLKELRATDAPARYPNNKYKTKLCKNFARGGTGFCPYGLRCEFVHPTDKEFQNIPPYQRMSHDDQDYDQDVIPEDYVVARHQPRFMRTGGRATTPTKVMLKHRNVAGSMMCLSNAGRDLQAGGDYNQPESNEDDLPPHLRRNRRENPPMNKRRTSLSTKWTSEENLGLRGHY
# CIT2-GFP yeast = alters CIT2-GFP fluorescence in TOR pathway yeast screen. S. cerevisiae CIT2-GFP strain, flow cytometry, 3 h; 100 means same as DMSO wells. GFP response vs DMSO, % at 10 µM. 0.065% of 320,000 active. AID 2029;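 active = GFP response relative to DMSO above a set limit, near the screen mean plus 3 SD, cut at about 150% in these data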;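 note: ratio of well median GFP fluorescence to mean of DMSO wells on the plate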
# GLD-1 RNA inh = GLD-1-TGE RNA interaction inhibition (C. elegans); Q17339; purified GLD-1 + fluorescein TGE RNA, fluorescence polarization; inhibition, % at 5.96 µM; 0.44% of 320,000 active; AID 2280;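 active = percent inhibition above a per-plate cutoff, the plate mean of test compounds plus 3 SD, cut at about 30% in these data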;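 note: 0% = DMSO wells with GLD-1 and probe and 100% = wells lacking GLD-1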
# MCL1-BIM inh = inhibitors of human MCL1 binding to BIM-BH3 peptide; GST-MCL1 / FITC-Bim-BH3 fluorescence polarization; inhibition, % at 10.9 µM; 0.68% of 320,000 active; Q07820;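 active = inhibition above the mean inhibition of all tested compounds plus 3 SD, set per campaign, cut at about 40% in these data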;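 note: 0% = DMSO wells and 100% = unlabeled Bim-BH3 peptide control; higher means more loss of mP so more displacement of Bim peptide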
# Target sequence (Q07820 whole entry, looked up): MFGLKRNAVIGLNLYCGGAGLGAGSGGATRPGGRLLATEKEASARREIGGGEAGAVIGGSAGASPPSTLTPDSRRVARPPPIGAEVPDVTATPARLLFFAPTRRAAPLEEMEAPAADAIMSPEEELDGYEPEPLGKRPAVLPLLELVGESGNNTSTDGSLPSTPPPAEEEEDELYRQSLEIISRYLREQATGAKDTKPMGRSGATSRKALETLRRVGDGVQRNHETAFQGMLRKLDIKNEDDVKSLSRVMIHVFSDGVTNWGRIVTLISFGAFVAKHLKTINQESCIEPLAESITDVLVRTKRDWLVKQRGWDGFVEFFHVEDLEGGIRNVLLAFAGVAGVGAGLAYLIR
# * hit, by the source's call; · = not tested or not shown. Random draw from the library; any-hit rate near 2.2%.
no.	smiles	GRK2 aptamer HTS	Bcl-xL primary	Fam108B counter	AGP1 TOR yeast	VLA-4 inh	MEX-5 binding	CIT2-GFP yeast	GLD-1 RNA inh	MCL1-BIM inh
1	COc1ccc(C2CC(c3cccc(C)c3)n3nc(N)nc3N2)cc1 (centres undefined)	5	4	1	103	10	1.7	97	4	1
2	CN(C)CCN1C(=O)C(O)=C(C(=O)c2ccco2)C1c1ccccc1F (centres undefined)	3	3	0	105	2	1.8	·	2	9
3	CC(C(=O)NCc1ccccc1)N1C(=O)C2CC=C(Cl)CC2C1=O (centres undefined)	0	20	6	·	24	-17	109	20	20
4	COc1ccc(N2CCN(C(=O)c3ccc(CNc4c(N5CCOCC5)c(=O)c4=O)cc3)CC2)cc1	0	3	3	103	10	1.5	104	1	2
5	CCCN1CCC(NC(=O)Cc2ccccc2OC)CC1	1	3	3	99	1	-0.8	106	5	-1
6	S=C(Nc1cccc(Cl)c1)Nc1ccc2c(c1)OCCO2	0	·	·	83	-13	0.3	85	·	·
7	CCOc1ccccc1N1CCN(C(=O)c2ccc3c(c2)OCO3)CC1	4	1	0	101	17	1.2	102	3	2
8	CC1CN(c2oc(-c3ccco3)nc2S(=O)(=O)c2ccccc2)CC(C)O1 (centres undefined)	1	0	-2	102	12	-2.1	89	0	3
9	O=C(CNc1cc(S(=O)(=O)N2CCOCC2)ccc1NCC1CCCO1)Nc1ccccc1F (centres undefined)	1	7	4	100	16	-4.3	105	6	10
10	O=C(CN1CSCC1=O)N1CCN(S(=O)(=O)c2cccc(F)c2)CC1	0	3	·	102	-2	·	105	-1	9
11	COc1ccc(NC(=O)CS(=O)CC(=O)NCc2cccc(C(F)(F)F)c2)cc1 (centres undefined)	0	-1	2	85	20	0.6	89	2	5
12	CCCCCC(=O)NNC(=S)NC(=O)c1ccc([N+](=O)[O-])cc1	0	5	0	60	5	-15	124	1	3
13	Cc1ccc(C(=O)NCc2nnc(SCC(=O)NC(C)c3ccccc3)n2C)cc1 (centres undefined)	3	3	1	103	6	-1.8	92	5	-2
14	CCCCCCSc1nc(O)c(C2OC(=O)c3c2ccc(OC)c3OC)c(=O)n1-c1ccccc1 (centres undefined)	5	4	1	106	6	-1.1	103	0	11
15	O=C(COc1ccc(Cl)cc1)N(Cc1ccccc1)c1ccccn1	4	2	0	90	10	1.2	83	1	-4
16	COc1ccc(C(=O)NC(C(=O)NCc2ccccn2)C(C)C)cc1 (centres undefined)	0	0	1	78	20	1.1	78	-7	3
17	COc1ccc(CNC(=O)c2ccccc2C(=O)O)cc1	0	1	-1	96	9	-2.3	95	4	26
18	Cc1cc(/C=C\c2ccc3cc(N(C)C)ccc3[n+]2C)c(C)n1-c1ccccc1	71*	54*	-63	100	·	·	115	139*	132*
19	Cc1ccc(C(CC(=O)O)NC(=O)CN2C(=O)c3ccccc3C2=O)cc1 (centres undefined)	0	9	-2	101	3	-0.6	109	7	10
20	CCN1C(=O)C(CC(=O)Nc2ccc(F)cc2)N(CCCN2CCN(c3ccc(F)cc3)CC2)C1=S (centres undefined)	0	5	5	99	7	-2.8	97	5	4
21	O=C(CCC(=O)Nc1cccc([N+](=O)[O-])c1)NCc1ccccc1	0	5	-2	96	30	3.8	101	-2	-4
22	COc1cccc2cc(C(=O)Nc3ccccc3C)/c(=N/O)oc12	1	-5	-5	99	-16	2.8	105	2	-21
23	O=C(N[C@@H]1C/C=C\C[C@H](CC(=O)N(CCO)Cc2ccccc2)C(=O)N[C@@H](Cc2ccccc2)COC1=O)OCC1c2ccccc2-c2ccccc21	0	·	·	100	15	·	80	-3	·
24	Cc1ccc2c(c1)N(CC(=O)NC1CCCCC1)C(=O)c1cccnc1O2	1	-2	1	104	3	1.2	102	7	-4
25	OCC1(Cc2ccc(Cl)cc2)CCN(Cc2ccccc2F)CC1	0	7	-1	107	7	0.5	107	6	1
26	O=C(COc1ccc2ccccc2c1)NNC(=O)Nc1ccccc1F	0	4	-6	98	1	0.4	100	-2	-2
27	Cc1nnc(SCC(=O)Nc2c(C)n(C)n(-c3ccccc3)c2=O)n1Cc1ccccc1	0	1	0	93	-3	2.7	94	-3	0
28	Cc1cnc(C(=O)OCC(=O)N(Cc2ccccc2)C(C)C)cn1	42*	-10	-8	102	-22	0.9	97	-9	-21
29	Cn1c(=NC(=O)COc2ccccc2)sc2cc(F)cc(F)c21	0	4	-3	112	23	-0.4	102	5	-1
30	Cc1ccc(N2CC(C(=O)Nc3ccccn3)CC2=O)cc1 (centres undefined)	4	2	-1	95	3	0.5	92	-9	-2
31	c1ccc2c(c1)[nH]c1ccncc12	0	4	0	106	-3	-0.4	103	1	5
32	COc1ccc(NC(=O)c2cc(C3CC3)nc3c2cnn3C(C)C)cc1OC	0	-8	·	84	9	·	94	2	-18
33	COCCN=C1Sc2nc3c(C)cccc3cc2CN1Cc1ccco1	1	12	-4	100	-20	3.0	94	1	10
34	CCc1cccc(NC(=O)CCNS(=O)(=O)c2ccc3c(c2)oc(=O)n3C)c1	4	-5	0	104	-7	-0.4	107	5	-6
35	CCOc1ccc(CN2CCCC(N3CCN(c4ccc(OC)cc4)CC3)C2)cc1 (centres undefined)	0	6	-2	102	9	1.2	112	6	5
36	Cc1cc(-c2ccco2)n(CC(=O)NCc2ccco2)n1	2	2	0	109	21	-2.9	97	5	-1
37	Cc1c(C(=O)N2CCC(C)CC2)sc2ncnc(N(C)c3ccccc3)c12	0	-1	1	99	10	0.3	101	4	0
38	O=C(Nc1cccc(Cl)c1)c1csc(-c2ccccc2)n1	3	1	-23	107	-9	-0.7	97	3	8
39	CCC(C)NC(=O)C1CN(S(=O)(=O)c2ccccc2)CCN1S(=O)(=O)c1ccccc1 (centres undefined)	3	-1	0	·	5	-0.2	111	-4	-2
40	C=CCN1C(=O)C2(OCCCO2)c2c(C)ccc(C)c21	2	3	-3	100	-2	0.6	94	4	-6
41	CCOc1ccc(/C=N/NC(=O)CN2CCCCC2)cc1OCC	2	-7	-3	104	-1	-0.4	108	7	8
42	COc1c(C)cccc1C(=O)Nc1ccc(N2CCN(C(=O)c3ccccc3C)CC2)cc1	0	7	2	87	10	0.8	94	6	-1
43	COc1cc(OC)cc(-c2c(-c3cccs3)c3cc(-c4ccc5c(c4)OCO5)ccc3n2C)c1	2	2	·	106	11	·	103	1	2
44	CC1Cc2ccccc2N1C(=O)c1ccnc(C(C)(C)C)c1 (centres undefined)	0	1	4	106	1	0.4	98	1	3
45	COc1ccc(NC(=O)/C(=C\c2ccco2)NC(=O)c2ccco2)cc1	2	1	-1	106	24	2.3	105	0	-4
46	CCCN(CCC)CCCNC(=O)C1c2cc(OC)c(OC)cc2C(=O)N(C)C1c1cccnc1 (centres undefined)	0	6	-1	90	8	2.3	94	-1	0
47	COc1ccc(-c2nc3ccncc3[nH]2)cc1OC	0	4	0	108	-8	-2.0	·	-5	3
48	CC1CCCC(C)N1CCCNC(=O)c1ccc2c(c1)NC(=O)c1ccccc1S2 (centres undefined)	0	3	-1	111	18	-3.7	113	0	7
49	O=C(O)C(Oc1ccc2cc(-c3ccc(Cl)cc3)c(=O)oc2c1)c1ccccc1 (centres undefined)	1	·	·	104	-5	2.0	96	·	·
50	CNc1oc(-c2ccc(Cl)cc2)nc1C#N	3	5	5	96	-7	-1.4	100	2	8

# Next section
# Key to letters: A = GRK2 aptamer HTS; B = Bcl-xL primary; C = Fam108B counter; D = AGP1 TOR yeast; E = VLA-4 inh; F = MEX-5 binding; G = CIT2-GFP yeast; H = GLD-1 RNA inh; I = MCL1-BIM inh
[51] Cc1ccccc1C(=O)NC(NC(=O)c1ccccc1C)c1cccc([N+](=O)[O-])c1
  A = 13 | B = 1 | C = 3 | D = 98 | E = -10 | F = 1.3 | G = 90 | H = 1 | I = 6
[52] COCCNC(=S)Nc1cccc2cnccc12
  A = 1 | B = 1 | C = -1 | D = 89 | E = 0 | F = -2.0 | G = 96 | H = 6 | I = 0
[53] Cc1ccccc1S(=O)(=O)Cc1ccc(C(=O)NC2CCCCC2C)o1 (centres undefined)
  A = 0 | B = 4 | C = 1 | D = 105 | E = 17 | F = -0.2 | G = 103 | H = -13 | I = -3
[54] COc1ccc2nc3sc(C(=O)NCc4cccs4)c(N)c3cc2c1
  A = 0 | B = 2 | C = 2 | D = 97 | E = 11 | F = -9.0 | G = 98 | H = -8 | I = -11
[55] CCCc1nnc(SCC(=O)N2CCCC2)n1Cc1ccco1
  A = 3 | B = -1 | C = -4 | D = 101 | E = 6 | F = -1.7 | G = 93 | H = -2 | I = -2
[56] CNC(=S)N(CCc1c(C)[nH]c2ccccc12)Cc1cccnc1
  A = 0 | B = 3 | C = 1 | D = 106 | E = -9 | F = 1.0 | G = 98 | H = 1 | I = 8
[57] CN(C)CC(C)(C)CNC(C(=O)Nc1ccc(Cl)cc1C(F)(F)F)c1ccccc1 (centres undefined)
  A = 0 | B = 0 | C = 2 | D = 102 | E = 0 | F = -1.6 | G = 99 | H = 0 | I = 5
[58] Cc1ccc(C)c(-c2cc(C(=O)NCc3cccs3)c3ccccc3n2)c1
  A = 0 | B = 2 | C = -3 | D = 98 | E = 7 | F = -0.3 | G = 95 | H = -5 | I = 2
[59] CC(C)CCC1CC(CSC(=N)N)OC1=O (centres undefined)
  A = 0 | B = -5 | C = -1 | D = 95 | E = 8 | F = -2.0 | G = 90 | H = 1 | I = -3
